M. tuberculosis HTS = M. tuberculosis growth inhibition, HTS (AID 449762) | 330,000 tested, 0.59% active | one-dose inhibition, % at 25 µM; IC50 in µM for titrated hits | M. tuberculosis H37Rv growth inhibition, 7H9 media; higher % means a stronger effect; in the data active = a potency from the dose series; inconclusive = inhibition above about 70% without an active follow-up result;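 note: bacterial growth assessed after seven days of incubation; strong numbers were not always called active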
PhoP GFP inhibition = PhoP regulon inhibitors, Salmonella typhi PhoP promoter GFP reporter, confirmatory (AID 1850); Salmonella Typhi PhoP-promoter GFP reporter, fluorescence, 4 h; higher % means a stronger effect; 310,000 tested, 0.33% active; inhibition, % at 50 µM, or IC50 in µM where a hit was titrated; in the data active = a potency from the dose series; inconclusive = inhibition mostly from about 25% at the one dose, without a potency; inactive = the rest, 99 in 100 with inhibition below about 19%;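 note: 0% = induced wells with vehicle and 100% = uninduced wells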
inhibitors of VEEV = inhibitors of VEEV TC-83 cytopathic effect, confirmation, Vero cells (AID 588727). 350,000 tested, 0.13% active. Vero cells, VEEV TC-83 cytopathic effect inhibition; higher % means a stronger effect. one-dose inhibition, % at 20 µM; IC50 in µM for titrated hits; in the data active = a potency from the dose series; inconclusive = inhibition mostly from about 14% at the one dose, without a potency; inactive = the rest, 99 in 100 with inhibition below about 12%; note: strong numbers were not always called active
H1N1 NS1A inhibition = NS1A inhibition, H1N1 influenza, cell based functional assay (AID 504329). NS1A functional cell-based assay, percent inhibition; higher % means a stronger effect. inhibition, % at 12.5 µM, or IC50 in µM where a hit was titrated. 340,000 tested, 0.3% active; in the data active = a potency from the dose series; inconclusive = inhibition above about 27% without an active follow-up result; note: strong numbers were not always called active
tuberculosis growth = growth inhibition of non-replicating M. tuberculosis (AID 488890). 320,000 tested, 0.39% active. one-dose inhibition, % at 25 µM; IC50 in µM for titrated hits. Mycobacterium tuberculosis non-replicating, growth inhibition; higher % means a stronger effect; in the data active = a potency from the dose series; inconclusive = inhibition mostly from about 82% at the one dose, without a potency; inactive = the rest, 99 in 100 with inhibition below about 76%;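 note: plate controls were DMSO cells for no effect and high antibiotic wells for full effect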
inhibitors of VEEV 10K pilot screen = recorded beside inhibitors of VEEV, whose call it bears; inhibition, %; measured here: 10K pilot screen inhibition
Active calls of the source: *; i = inactive; ? = inconclusive; nt = no result given; & = joins results of further samples.

SMILES	M. tuberculosis HTS	PhoP GFP inhibition	inhibitors of VEEV	H1N1 NS1A inhibition	tuberculosis growth	others
COc1nnc(-c2ccc(C)c(S(=O)(=O)N(C)C)c2)c2ccccc12	-1%	-4%	5.9%	-1%	4%
CCCCC1=CC2=CC(=O)C(C)(OC(=O)CC)C(=O)C2=CN1C1CCCCC1 (stereo unspecified)	10%	16%	0.4%	9%	38%
O=C(O)CCN1CCOCC1	-2%	6%	0.7%	-9%	-4%
O=C(O)c1cccnc1C(=O)c1ccccc1	-10%	9%	?	1%	-4%
COc1ccc(/C=C/C(=O)OCC(=O)N(C)c2c(N)n(Cc3ccccc3)c(=O)[nH]c2=O)cc1OC	nt	nt	4.1%	2%	nt
Cc1cc(C(=O)Nc2c[nH]c(=O)[nH]c2=O)ccc1[N+](=O)[O-]	4%	-5%	0.2%	-10%	-18%
Oc1ccc(/C=N/Nc2nc(N3CCCC3)nc(N3CCCC3)n2)cc1O	0%	-2%	1.5%	9%	-10%
CCCCC(=O)Nc1ccc2c(c1)nc(CCNC(=O)c1ccco1)n2C	10%	9%	1.7%	-4%	21%
Cc1ccc(NC(=S)N(CCN(C)C)C(C)c2ccco2)c(C)c1 (stereo unspecified)	1%	7%	1.7%	-3%	16%
O=C(Nc1ccc2ccccc2c1)c1cccc2ccccc12	nt	nt	0.4%	4%	nt
C=CCOc1cccc(CNc2ccc3[nH]c(=O)[nH]c3c2)c1	-1%	7%	1.9%	6%	2%
CCN(CC)C(=O)CSc1nc(C)cc(C)c1C#N	-9%	7%	0.9%	10%	-19%
C#CCOCCOCCOCCNc1nc(N2CCN(C(=O)[C@H](CCCN=C(N)N)n3cc(C(N)[C@@H](C)CC)nn3)CC2)nc(N2CCN(C(=O)[C@H](CCC(=O)O)n3cc([C@@H](N)[C@H](C)CC)nn3)CC2)n1 (stereo partly specified)	6%	nt	0.5%	-7%	15%
CS(=O)(=O)N(CC(=O)N1CCCC1)Cc1ccc(Cl)cc1	1%	-1%	0.5%	0%	-3%
CCOC(=O)c1cc(-c2ccccc2)sc1NC(=O)C(C)OC(=O)c1cccc(S(=O)(=O)N(C)C)c1 (stereo unspecified)	3%	-9%	2.2%	-5%	-6%
CCC(=O)N1CCc2cc(S(=O)(=O)CCC(=O)Nc3nc(C)cs3)ccc21	-7%	0%	1.2%	6%	-3%
Cc1ccc(NC(=O)COC(=O)c2ccc(=O)n(Cc3ccccc3)n2)cc1F	100%	-3%	2.1%	-11%	12%
OC(CN1CCOCC1)c1ccc(F)cc1 (stereo unspecified)	-4%	-8%	0.1%	-6%	-18%
CCNC(=O)NC(=O)C(C)OC(=O)c1cccnc1SC (stereo unspecified)	-6%	-3%	0.2%	0%	5%
O=C(NCC1CCCO1)[C@@H]1CSC2c3ccccc3C(=O)N21 (stereo partly specified)	2%	3%	1.5%	-3%	-1%
COc1cccc(C(=O)Nc2cccc(NC(C)=O)c2)c1	2%	5%	3.0%	2%	10%
Nc1nc(N)c(N=Nc2ccccc2)c(=O)[nH]1	nt	nt	i	-4%	nt
CC(C)n1cnc2cc(NCc3ccccc3O)ccc21	-9%	14%	0.4%	8%	-11%
CCCOC(=O)Nc1c(C)cccc1C(C)C	3%	-5%	i	-5%	41%	inhibitors of VEEV 10K pilot screen=0.0
CCc1ccccc1NC(=S)N(Cc1ccc(OC)cc1)CC1CCC(C(=O)O)CC1 (stereo unspecified)	7%	1%	0.5%	-7%	-10%
Cc1nc(SCCc2nc3ccccc3[nH]2)c2oc3ccccc3c2n1	-5%	nt	1.0%	-3%	-12%
O=C(COc1ccc2ccccc2c1)NNC(=O)[C@@H]1CCCC[C@@H]1C(=O)O	3%	9%	2.2%	-9%	1%
COc1cc(/C=C/C(=O)O)cc(S(=O)(=O)NCc2ccc3c(c2)OCO3)c1OC	-5%	2%	1.0%	0%	-16%
Cc1ccc(CNC(=O)CSc2nc3ccccc3c(=O)n2CCCO)cc1	-5%	-4%	1.4%	-1%	-4%
COc1ccc(CCNC(=O)Cc2cc(=O)[nH]c(=O)[nH]2)cc1OC	6%	2%	0.4%	-1%	-9%
C/C(=N\NC(=O)c1nnn(-c2nonc2N)c1C)c1ccc(OCc2ccccc2)cc1	6%	-10%	2.6%	2%	37%
Cc1ccc(S(=O)(=O)N(C)C)cc1NC(=O)c1ccccc1Br	1%	-3%	1.0%	-9%	5%
Cc1ccc(C)c(Sc2ccc(NC(=O)CCN3C(=O)NC4(CCCC4)C3=O)cc2)c1	20%	nt	6.1%	-7%	8%
CCCc1cc(=O)[nH]c2nnc(SCC(=O)Nc3ccc4c(c3)OCCO4)n12	14%	6%	3.0%	-3%	3%
Cc1cc(NC(=O)CSc2nnc(C)c(=O)[nH]2)no1	0%	-2%	3.3%	31%	nt
C[C@]12CCC(=O)C=C1CC[C@@H]1[C@@H]2C(=O)C[C@]2(C)C(=O)CC[C@@H]12	-13%	8%&6%	0.5%	-5%	-7%
O=C(N/N=C/c1ccc(O)c(O)c1O)/C(=C/c1ccc([N+](=O)[O-])cc1)NC(=O)c1ccccc1	5%	12%	5.9%	26%	10%
CC1CCN(C(=O)COc2ncnc3ccccc23)CC1	9%	-13%	2.0%	0%	-1%
CC(=O)Nc1ccc(S(=O)(=O)Nc2ccccc2C(=O)NCc2cccnc2)cc1	1%	4%	0.5%	4%	-5%
CSc1nsc(SCC(=O)Nc2ccc(O)c(C(=O)O)c2)n1	-2%	0%	1.4%	-8%	10%
CC(C)(C)NC(=O)COc1ccc(CNCCc2ccccc2)cc1	-7%	-24%	i	-4%	-2%
CCc1ccc(OCC(=O)N/N=C/c2ccc(OS(=O)(=O)c3ccc(C)cc3)c(OC)c2)cc1	-7%	-6%	1.9%	-11%	14%
COc1ccc2nc3oc(C(=O)N4CCN(c5cccc(C(F)(F)F)c5)CC4)cc3cc2c1	10%	-4%	i	5%	1%
CCOc1ccc(NC(=O)CN2CCN(c3ccccc3C)CC2)cc1S(=O)(=O)N1CCCC1	-11%	nt	1.0%	-4%	28%
O=C(NCCc1ccccn1)c1ccc(OC2CCN(Cc3ccccn3)CC2)cc1	5%	-6%	3.7%	-9%	2%
Cc1ccc(-n2nc(C)c3c2C(Br)C(C)(C)CC3=O)nc1 (stereo unspecified)	nt	nt	4.4%	1%	nt
Cc1cnc(NC(=O)c2cc(-c3ccccc3)nn2-c2ccccc2)s1	nt	nt	2.6%	-8%	nt
CCN(CC)c1ccc(C(=O)N/N=C(\C)c2ccc(O)cc2)cc1	1%	3%	1.4%	-1%	28%
Cc1ccc(S(=O)(=O)N(C)C)cc1NC(=O)COC(=O)/C=C/c1ccc2c(c1)OCO2	8%	1%	i	2%	16%
Cc1ccccc1C(=O)Oc1ccc2ccc(O)cc2c1	?	-6%	4.8%	-31%	59%
Cc1ccc(/C=C/C2=NN(Cc3ccccc3)C(=O)CC2)cc1	-3%	1%	0.6%	-44%	-6%
Cc1ccc(NC(=O)C2CC(=O)N(CCc3ccccc3)C2)cc1Cl (stereo unspecified)	7%	nt	1.6%	-13%	13%
COc1ccccc1N1CCN(C(=O)c2cc(-c3ccc(C)cc3)on2)CC1	7%	-16%	1.1%	-1%	38%
Cc1ccc(C)c(S(=O)(=O)NCCCn2ccnc2)c1	2%	-9%	1.5%	-5%	-9%
Cc1cc(C)c(NC(=O)CSc2nc3ccccc3c(=O)n2CCCN2CCOCC2)c(C)c1	-1%	nt	i	-5%	16%
COc1cccc(C2SCC(=O)N2c2ccc(Br)cc2)c1OC (stereo unspecified)	6%	4%	i	-1%	7%
Cc1ccc(C(=O)NC2CCCc3ccccc32)cc1[N+](=O)[O-] (stereo unspecified)	9%	4%	i	7%	23%
O=C(NNC(=O)c1ccccc1Br)c1ccc(Cl)c(Cl)c1	-10%	-8%	7.9%	-7%	-20%
Cc1ccc(C(=O)NCC(=O)OCc2nnc(-c3ccc([N+](=O)[O-])cc3)o2)s1	1%	nt	1.2%	-7%	0%
COc1ccc(C2=NOC(Cn3nc(-c4ccccc4)cc3C(=O)NCc3ccco3)C2)cc1 (stereo unspecified)	7%	nt	1.4%	-12%	-3%
(listing goes on)
SMILES	M. tuberculosis HTS	PhoP GFP inhibition	inhibitors of VEEV	H1N1 NS1A inhibition	tuberculosis growth	others
COCC1CCN(C(=O)CC2C(=O)NCCN2Cc2cccc(Oc3ccccc3)c2)CC1 (stereo unspecified)	-3%	-11%	3.9%	2%	19%
Cc1csc(NC(=O)CSc2nc(C)cs2)n1	-4%	1%	2.3%	-1%	51%
CC(NC(=O)COC(=O)/C=C/c1cccc(F)c1)c1ccccc1 (stereo unspecified)	13%	nt	3.2%	-5%	50%
O=C1Nc2ccccc2C(O)(C(=O)NCc2ccco2)N1c1ccccc1 (stereo unspecified)	-12%	-16%	0.9%	-12%	1%
CS(=O)(=O)N1CCN(c2ccccc2NC(=O)c2cc3ccccc3o2)CC1	4%	-10%	8.6%	8%	-12%
Cc1ccc(NC(=O)C(C)N2C(=O)C3C4CC(C(Br)C4Br)C3C2=O)cc1 (stereo unspecified)	6%	-10%	1.6%	5%	13%	inhibitors of VEEV 10K pilot screen=1.3

Molecules above that have an NH in an aromatic ring:
SMILES	M. tuberculosis HTS	PhoP GFP inhibition	inhibitors of VEEV	H1N1 NS1A inhibition	tuberculosis growth	others
COc1ccc(/C=C/C(=O)OCC(=O)N(C)c2c(N)n(Cc3ccccc3)c(=O)[nH]c2=O)cc1OC	nt	nt	4.1%	2%	nt
Cc1cc(C(=O)Nc2c[nH]c(=O)[nH]c2=O)ccc1[N+](=O)[O-]	4%	-5%	0.2%	-10%	-18%
C=CCOc1cccc(CNc2ccc3[nH]c(=O)[nH]c3c2)c1	-1%	7%	1.9%	6%	2%
Nc1nc(N)c(N=Nc2ccccc2)c(=O)[nH]1	nt	nt	i	-4%	nt
Cc1nc(SCCc2nc3ccccc3[nH]2)c2oc3ccccc3c2n1	-5%	nt	1.0%	-3%	-12%
COc1ccc(CCNC(=O)Cc2cc(=O)[nH]c(=O)[nH]2)cc1OC	6%	2%	0.4%	-1%	-9%
CCCc1cc(=O)[nH]c2nnc(SCC(=O)Nc3ccc4c(c3)OCCO4)n12	14%	6%	3.0%	-3%	3%
Cc1cc(NC(=O)CSc2nnc(C)c(=O)[nH]2)no1	0%	-2%	3.3%	31%	nt

Quoted at random: 3 entries already listed
SMILES	M. tuberculosis HTS	PhoP GFP inhibition	inhibitors of VEEV	H1N1 NS1A inhibition	tuberculosis growth	others
Cc1ccc(NC(=O)C(C)N2C(=O)C3C4CC(C(Br)C4Br)C3C2=O)cc1 (stereo unspecified)	6%	-10%	1.6%	5%	13%	inhibitors of VEEV 10K pilot screen=1.3
O=C1Nc2ccccc2C(O)(C(=O)NCc2ccco2)N1c1ccccc1 (stereo unspecified)	-12%	-16%	0.9%	-12%	1%
COCC1CCN(C(=O)CC2C(=O)NCCN2Cc2cccc(Oc3ccccc3)c2)CC1 (stereo unspecified)	-3%	-11%	3.9%	2%	19%

Screens deposited in PubChem BioAssay by Southern Research Specialized Biocontainment Screening Center.

The order is random, and some 1.6% of all compounds hit somewhere here.
